ERG-DNA inh: inhibitors of human ERG Ets domain-DNA interaction | P11308 | fluorescence polarization, His-ERG Ets domain / labelled DNA | Potency, µM (titrated, usually from 76.9 µM), for the others: top-dose FP activity, negative = inhibition, most hits filed as inhibitors | actives 0.028% (n = 370,000); active = well fitted inhibition curve with a large enough effect in the polarisation, with a control signal flat; inconclusive = small, poorly fitted or top-dose-only effect, or effect the other way, or a change in a side signal; inactive = no such curve, though single readings can be large or run the other way; the % refers to the polarisation;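 note: polarization taken with two DNA probes labelled with fluorescein and Texas red; potency is the fitted concentration of half-maximal effect; % of control where 0% means no effect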
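His-tagged ERG Ets domain (1 uM in the protein solution; 300mM KCl, 50mM Tris-HCl, 1mM EDTA, 1mM DTT, pH 7.5) received compound, then a probe mix of 5 nM fluorescein-DNA and 100nM Texas-615-DNA. Fluorescence polarization was read for both dyes.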
12-LOX inh: inhibitors of human 12S-lipoxygenase ALOX12; P18054; AID 1671190; Potency, µM (titrated, usually from 108 µM), for the others: top-dose activity change, negative = inhibition, most hits filed as inhibitors; purified 12hLO, xylenol orange hydroperoxide absorbance; actives 1.1% (n = 580,000); note: potency is the fitted concentration of half-maximal effect; % is set by controls: 0 for no effect and ±100 for the full control effect
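Purified human 12hLO at 150 nM in 25 mM Hepes, 0.01% Triton X-100, pH 7.0, preincubated 15 min at room temperature with compound. Reaction started with 40 uM arachidonic acid, 30 min at room temperature. Hydroperoxide measured by Fe-xylenol orange, 573/405 nm absorbance ratio.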
Pol beta inh: inhibitors of human DNA polymerase beta; Pol beta primer extension/strand displacement, fluorescence kinetic; Potency, µM (titrated, usually from 114 µM), for the others: at the highest dose activity change, negative = inhibition, actives largely listed as inhibitors; actives 1.3% (n = 340,000); note: potency is the fitted concentration of half-maximal effect; % is set by controls: 0 for no effect and ±100 for the full control effect
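Pol beta (10 nM) was preincubated with compound for 15 min at room temperature. The reaction was then started with 50 nM substrate and read immediately and after a further 10 min at room temperature.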
Pol kappa inh: blocks human DNA polymerase kappa activity. Q9UBT6. purified Pol kappa, fluorescent DNA synthesis assay, 10 min. Potency, µM (doses to about 107 µM), for inactives: top-dose activity, negative = inhibition, hits mostly inhibitors. actives 0.53% (n = 400,000). AID 588579; note: potency is the fitted concentration of half-maximal effect; % is set by controls: 0 for no effect and ±100 for the full control effect
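Activity was followed as the change in fluorescence between reads at 0 and 10 min after starting the reaction with 50 nM substrate. Beforehand, 10 nM polymerase had been preincubated with compound for 15 min at room temperature.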
Anesthetic bind: binds horse apoferritin like a general anesthetic. apoferritin/1-aminoanthracene competitive binding, fluorescence. Potency, µM (doses to about 77.5 µM), inactives show at the top dose activity change, negative = displacement, hits mostly inhibitors. P02791. actives 0.074% (n = 350,000); note: potency is the fitted concentration of half-maximal effect; % is set by controls: 0 for no effect and ±100 for the full control effect; nearly all actives have a fitted effect of over 20% in size
Target sequence (P02791 2-175 limits assumed): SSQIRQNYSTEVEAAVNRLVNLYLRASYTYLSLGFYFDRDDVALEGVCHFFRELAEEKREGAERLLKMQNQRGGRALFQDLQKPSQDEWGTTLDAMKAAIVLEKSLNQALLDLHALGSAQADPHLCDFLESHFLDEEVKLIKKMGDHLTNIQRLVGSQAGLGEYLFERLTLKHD
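Apoferritin-based anesthetic binding model; compound displacement of fluorescent 1-AMA measured as endpoint fluorescence after 10 minutes at room temperature, scaled to free-ligand and complex controls.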
Pol eta inh: DNA polymerase eta (human) inhibition; recombinant Pol eta, fluorescent DNA replication assay; Potency, µM (titrated, usually from 114 µM), for the others: at the highest dose activity change, negative = inhibition, most hits filed as inhibitors; actives 1.2% (n = 390,000); note: potency is the fitted concentration of half-maximal effect; % is set by controls: 0 for no effect and ±100 for the full control effect
Target sequence (Q9Y253 whole entry, looked up): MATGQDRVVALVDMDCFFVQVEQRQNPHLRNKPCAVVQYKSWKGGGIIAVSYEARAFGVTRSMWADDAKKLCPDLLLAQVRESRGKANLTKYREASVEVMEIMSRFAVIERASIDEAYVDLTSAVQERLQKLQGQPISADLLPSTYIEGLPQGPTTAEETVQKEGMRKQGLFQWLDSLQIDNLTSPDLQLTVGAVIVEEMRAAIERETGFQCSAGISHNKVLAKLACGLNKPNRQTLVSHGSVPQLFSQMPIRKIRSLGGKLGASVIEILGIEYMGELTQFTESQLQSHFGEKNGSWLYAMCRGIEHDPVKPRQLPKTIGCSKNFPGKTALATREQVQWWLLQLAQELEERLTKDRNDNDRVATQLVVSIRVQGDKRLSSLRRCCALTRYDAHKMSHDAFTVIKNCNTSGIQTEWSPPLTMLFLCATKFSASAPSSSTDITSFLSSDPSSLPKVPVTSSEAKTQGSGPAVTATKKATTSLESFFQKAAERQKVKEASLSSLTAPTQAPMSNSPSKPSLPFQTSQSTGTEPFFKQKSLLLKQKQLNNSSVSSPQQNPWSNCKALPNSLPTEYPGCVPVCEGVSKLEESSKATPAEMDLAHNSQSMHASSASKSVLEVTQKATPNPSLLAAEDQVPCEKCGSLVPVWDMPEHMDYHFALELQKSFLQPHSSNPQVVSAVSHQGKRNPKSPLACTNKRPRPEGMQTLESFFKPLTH
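Fluorescent replication assay: 50 nM final substrate added after a 15 min room-temperature compound preincubation with 10 nM enzyme. Signal taken at 0 min and again at 10 min.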
LDHA block: LDHA (human) enzyme inhibition; activity change, % (values are at about 110 or 230 µM); P00338; purified LDHA, NADH/diaphorase-resazurin fluorescence; hits give low values; actives 0.15% (n = 480,000); AID 1347041; in the data active = activity change below about -30%; inconclusive = mostly about -25% to -30%;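 note: plate controls were DMSO wells for no effect and wells without enzyme for full effect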
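Human LDH5 at 2 nM final in Tris HCl pH 7.4 with 0.06 mM NADH and 0.2 mM pyruvate, reacted 5 minutes at room temperature. Remaining NADH coupled via diaphorase/resazurin; resorufin fluorescence read at 0 and 20 minutes, normalized to enzyme-free and DMSO wells.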
APE1 inh: APE1 (human) endonuclease inhibition; P27695; recombinant APE1, TAMRA/BHQ-2 abasic DNA cleavage fluorescence; Potency, µM (doses to about 65.8 µM), without a hit: at the highest dose activity change, negative = inhibition, most hits filed as inhibitors; actives 0.35% (n = 350,000); AID 2517;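 note: potency is the fitted concentration of half-maximal effect; plate controls were vehicle for no effect and reference inhibitor for full effect; nearly all actives have a fitted effect of over 55% in size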
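Endonuclease cleavage of a quenched abasic-site DNA duplex (50 nM) by APE1 (0.75 nM) was tracked by TAMRA dequenching. Compounds were preincubated with enzyme 15 min at room temperature; data normalized to buffer-only and DMSO wells plus NSC13755 control.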
RGS4 inhibitor: inhibitors of human regulator of G protein signaling 4; P49798; Potency, µM (top dose mostly 114 µM), for the others: at the top dose activity change, negative = inhibition, most hits filed as inhibitors; actives 0.039% (n = 390,000); AID 504845; Transcreener GDP fluorescence polarization, RGS4-accelerated GTP hydrolysis; note: potency is the fitted concentration of half-maximal effect; % is set by controls: 0 for no effect and ±100 for the full control effect; nearly all actives have a fitted effect of over 75% in size; some results filed as inactive show a strong effect at the top dose
Target sequence (P49798 whole entry, looked up): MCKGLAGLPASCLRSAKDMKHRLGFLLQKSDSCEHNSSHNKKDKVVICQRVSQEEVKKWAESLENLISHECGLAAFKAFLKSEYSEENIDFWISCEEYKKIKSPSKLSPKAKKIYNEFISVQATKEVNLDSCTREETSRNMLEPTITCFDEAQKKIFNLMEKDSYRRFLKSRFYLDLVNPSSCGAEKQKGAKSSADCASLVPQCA
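MLSMR compounds (23 nl, pin-transferred) preincubated 10 min at room temperature with a 500nM (2x) first reagent, then RGS4 at 900nM (2x) plus Transcreener GDP mix added; fluorescence polarization (620/688 nm) read before and after 90 min at 30 °C.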
Starred values were filed as active, the others as inactive; i = inactive; ? = inconclusive; / = not tested or not shown; [ ] = another dose, or the depositor's remark. Unless noted, calls come from the whole dose curve; as a rule, active = well fitted curve in the direction sought with a large enough effect; inconclusive = small, poorly fitted or top-dose-only effect, or another doubt; inactive = no such curve, though single readings can be large; an effect the other way counts as inactive or inconclusive.

Molecule,ERG-DNA inh,12-LOX inh,Pol beta inh,Pol kappa inh,Anesthetic bind,Pol eta inh,LDHA block,APE1 inh,RGS4 inhibitor
CC(C)OCCCN1C(=O)c2[nH]nc(-c3ccccc3O)c2C1c1cccc(OCc2ccccc2)c1 (centres undefined),0%,-11%,-12%,8%,-11%,-6%,4,/,-9%
COC(=O)c1nnn(CC(=O)Nc2cc(Cl)ccc2C)c1C(=O)OC,5%,43%[activator],3%,7%,-2%,-11%,1,-3%,-24%
Cn1cc(CNC(=O)c2ccc3nc(Cc4ccccc4F)oc3c2)cn1,-8%,i,37%,2%,-11%,-12%,-3,-5%,4%
CC(c1ccccc1)N1CCn2c(nc3cc(NS(C)(=O)=O)ccc32)C1 (centres undefined),0%,0%,7%,2%,-3%,-4%,-4,-8%,-14%
COc1ccc(/C=C2\CCC/C(=C\c3ccc(OC)c(OC)c3OC)C2=O)c(OC)c1OC,1%,-1%,11%,-4%[60.1 µM],-4%,-6%,2,-4%,5%
COc1ccccc1CNS(=O)(=O)c1ccc(NC(C)=O)cc1,-9%,-27%,-19%,-7%,1%,-14%,-5,11%,16%
COc1ccc(N2CCN(C(=O)c3cccc(Cn4cc(Cl)cn4)c3)CC2)cc1,/,-27%,31%,-21%,-14%,7%,-2,3%,2%
CC(C)=CCC[C@](C)(O[C@@H]1O[C@H](CO[C@@H]2O[C@H](CO)[C@@H](O)[C@H](O)[C@H]2O)[C@@H](O)[C@H](O)[C@H]1O)C1CC[C@]2(C)C1C(=O)CC1[C@@]3(C)CC[C@H](O[C@H]4O[C@@H](CO)[C@H](O)[C@@H](O)[C@@H]4O)C(C)(C)C3CC[C@]12C (some centres undefined),-5%,?,/,6%,/,-17%,-2,6%,-2%
CCCc1nn2c(=O)cc(COC(=O)c3ccc(NC(=O)COc4ccc(F)cc4)cc3)nc2s1,3%,-29%,-4%,-9%[60.1 µM],?,-10%,-7,/,19%
CC1CCN(C(=O)Cn2c(=O)n(CCc3ccccc3)c(=O)c3ccccc32)CC1,1%,/,-1%,-7%,-10%,-18%,-2,-1%,-4%
c1nc(N2CCCCCC2)c2[nH]cnc2n1,3%,1%,4%,4%,-8%,-11%,-1,-4%,-7%
CCOC(=O)C1CCCN(c2ncnc3c2oc2ccccc23)C1 (centres undefined),6%,?,13%,2%,-16%,-13%,0,0%,-2%
Cc1ccc(CSc2nc3nc(C)cc(C)n3n2)cc1,4%,-10%,-1%,-5%,-11%,-9%,2,-5%,3%
O=C1c2cccc3cccc(c23)C(=O)N1CCCn1ccnc1,3%,0%,/,-18%,/,-24%,-4,/,-3%
CC(C)(C)n1nc2c(c1NC(=O)c1ccc(C(F)(F)F)cc1)CS(=O)(=O)C2,-1%,0%,33%,-13%,-9%,-8%,-10,-11%,-31%
CCc1ccccc1NC(=O)CN(C)C(=O)Cn1cnc2ccc(Cl)cc2c1=O,54%[activator],3%,/,-5%,/,-4%,-6,8%,-5%
Cc1ccc(S(=O)(=O)N(C)CC(=O)N(CC(C)C)C2CCS(=O)(=O)C2)cc1 (centres undefined),-7%,-19%,/,4%,/,-13%,-4,-15%,0%
CC1CCCN(C(=O)COC(=O)COc2ccc(C#N)cc2)C1 (centres undefined),8%,33%[activator],/,-1%,/,-6%,-12,20%,13%
CCC(=O)Nc1ccc(C(=O)OCc2ccccc2Cl)cc1,-21%,1%,1%,-17%,-23%,-18%,-3,-2%,-37%
CCc1cc(C(=O)OC)c(NC(=O)CSc2nccn2C)s1,0%,?,31%,-11%,-10%,2%,-10,-4%,5%
CCOC(=O)c1cnc2c(ccc3ccccc32)c1NCCO,-26%,2%,-1%,0%,-3%,-1%,1,0%,-45%
CN(CC(=O)Nc1ccc(Cl)cc1)CC(=O)Nc1cccc(Br)c1,4%,-9%,21%,2%,-7%,?,-2,19%,-34%
CC(=O)Nc1ccc(S(=O)(=O)N/N=C/c2cccnc2)cc1,0%,17%,9%,11%,2%,-4%,0,0%,-51%
COc1ccc(C(=O)Oc2cc(N)n(S(=O)(=O)c3ccc(C)cc3)n2)cc1,13%,-21%,17%,-12%,6%,-7%,-6,21%,-20%
C/C(=C\C(=O)c1ccc(F)cc1)NCc1ccc2c(c1)OCO2,7%,40µM*,?,-2%,?,5%,3,-4%,9%
COCCN1C(=O)c2ccccc2C(C(=O)NCCCN2CCCC2)C1c1c[nH]c2ccccc12 (centres undefined),-2%,?,-9%,-8%,-6%,-20%,0,4%,9%
Cc1ccc(Nc2nc(-c3sc(NC(=O)c4ccccc4)nc3C)cs2)cc1,11%,?,2%,9%,-6%,-17%,6,-2%,?
Cc1cc(C)c(S(=O)(=O)N2CCN(C)CC2)c(C)c1,0%,0%,15%,-3%,-2%,-11%,-10,-2%,10%
Cc1ccc(C)c(OCc2cc(C(=O)N3CCN(c4ccccc4C)CC3C)no2)c1 (centres undefined),15%,?,-2%,2%,-18%,-20%,3,33%,-13%
O=C(c1ccco1)N1CCN(S(=O)(=O)c2ccc3c(c2)CCN3C(=O)C2CCC2)CC1,-3%,0%,0%,-1%,6%,-15%,-8,13%,4%

In another format: results already given.
Order of values: ERG-DNA inh | 12-LOX inh | Pol beta inh | Pol kappa inh | Anesthetic bind | Pol eta inh | LDHA block | APE1 inh | RGS4 inhibitor
c1nc(N2CCCCCC2)c2[nH]cnc2n1
  3% | 1% | 4% | 4% | -8% | -11% | -1 | -4% | -7%
CCOC(=O)C1CCCN(c2ncnc3c2oc2ccccc23)C1 (centres undefined)
  6% | ? | 13% | 2% | -16% | -13% | 0 | 0% | -2%

Further structures:
Molecule,ERG-DNA inh,12-LOX inh,Pol beta inh,Pol kappa inh,Anesthetic bind,Pol eta inh,LDHA block,APE1 inh,RGS4 inhibitor
CN(C)CCCn1c2c(c(SCC(=O)Nc3cccc4ccccc34)nc1=O)CCC2,-3%,13%,/,-2%,/,-13%,-4,3%,-5%
C(=N\Nc1nc(N2CCCC2)nc(N2CCCC2)n1)/c1cccnc1,-1%,4%,-1%,-4%,-4%,-12%,-13,-3%,8%
CCCCOCCCNC(=O)c1c(-c2ccccc2)noc1C,10%,375%[activator],-3%,-2%,-10%,0%,-2,3%,14%
COc1cccc(C(=O)NC2CC(C)(C)Cc3c2cnn3-c2cccc(F)c2)c1OC (centres undefined),2%,?,15%,-20%,-1%,-10%,-8,-3%,14%
COc1ccc(NC(=S)Nc2cc(C)ccn2)c(OC)c1,3%,?,75%,-5%,-10%,-2%,-5,-5%,9%
Cc1ccc(S(=O)(=O)N(C)C[C@H]2Oc3ccc(NC(=O)C4CCCCC4)cc3C(=O)N([C@H](C)CO)C[C@H]2C)cc1,1%,?,/,-7%,/,-20%,0,19%,-3%
CC(=O)Nc1cccc(NS(=O)(=O)c2cn(C)c(=O)n(C)c2=O)c1,-8%,0%,?,3%,-6%,-16%,-8,58%[activator],5%
O=C(CSc1ccc(-c2ccc(F)cc2)nn1)NC1CCCCC1,-12%,6%,-2%,-15%,-9%,-1%,-4,3%[12.4 µM],-13%
CC(C)(C)CC(C)(C)NC(=S)Nc1ccc2nc(-c3ccccn3)c(-c3ccccn3)nc2c1,0%,-17%,18%,-21%,198%[activator],-12%,21,-2%,-13%
COc1ccccc1-n1c(-c2ccc(C)cc2)cn2c3c(=O)n(C)c(=O)n(C)c3nc12,1%,-34%,-2%,-6%[60.1 µM],2%,-16%,-3,/,-2%
O=C(NNC(=O)c1ccccc1-n1cccc1)c1ccc(Cl)nc1,-1%,0%,/,-10%,/,-3%,-5,-15%,19%
CCCCN(C(=O)c1ccc(NC(=O)C(C)C)cc1)c1ccccc1,1%,-13%,-3%,0%,-23%,-26%,-5,-1%,4%
O=C(NC(Cc1ccccc1)C(=O)O)/C(=C\c1ccco1)NC(=O)c1ccc(Br)cc1 (centres undefined),10%,-27%,-22%,50µM*,-9%,?,10,14%,-31%
Cc1cc(=O)[nH]c(N=N/C(=N/Nc2ccccc2C)c2ccccc2)n1,4%,3%,-17%,-6%,-15%,-4%,-2,0%,11%
CC(=O)Nc1ccc(CC(=O)NCCC(c2ccccc2)c2ccccc2)cc1,1%,40%[activator],-23%,-23%,-3%,-6%,-2,36%,15%
CCOC(=O)C1CCN(C(=O)c2ccccc2N(C)S(=O)(=O)c2ccccc2)CC1,0%,-11%,1%,-19%,-8%,-13%,-5,-5%,17%
Cc1ccc(OCc2cc(C(=O)N3CCC(c4ccccc4Cl)C3)no2)cc1C (centres undefined),-13%,4%,-30%,-16%,0%,-13%,-2,-22%,7%
COc1cc(C2c3sc(=O)[nH]c3SC3C(=O)N(c4ccc(C)cc4)C(=O)C32)ccc1O (centres undefined),16%,?,31%[activator],-29%,-12%,-16%,-3,3%,15%
COc1ccc(-n2ncc3c(=O)n(CC(=O)N(C(C)C)C(C)C)cnc32)cc1,-2%,14%,2%,5%,-6%,-17%,-4,11%,-20%[56.9 µM]
Cn1c(C(=O)N/N=C/c2ccccc2)cc2ccccc21,8%,14%,10%,7%,-6%,-10%,-4,21%,1%
Clc1ccc(-c2cn3ncsc3n2)cc1,3%,-19%,9%,1%,-21%,-3%,-4,/,3%

High-throughput results: PubChem, National Center for Advancing Translational Sciences (NCATS)

An excerpt; count on the stated rates, not on these rows.
